High-throughput results from PubChem BioAssay.
TRHR enhancer – TRH receptor (human) allosteric enhancement; P34981; TRHR cells, fluo-8 calcium fluorescence, EC20 TRH enhancement; enhancement, % at 2 µM; 360,000 tested, 0.66% active; AID 493056; in the data active means enhancement above about 30%; further: 0% is about no effect
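Enhancer read-out: after compound pinning and an initial kinetic agonist-mode read, an EC20 of TRH (10 nM final) was injected and fluo-8 calcium signal (Ex 480/Em 530) followed at 1 s/cycle for 100 cycles in TRHR-expressing cells.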
D1 antagonist – blocks dopamine activation of the human D1 receptor | activity change, negative = inhibition, % at 10 µM | 360,000 tested, 3.2% active | HEK293 TREx D1 cells, calcium flux, dopamine EC80; hits give low values | P21728; in the data active means activity change below about -30%; further: on the % scale 0 is the no-effect control and ±100 the full control effect
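Tetracycline-induced HEK293 Trex D1 cells, force-coupled to calcium, dye-loaded; compounds added and read 180 s, then EC80 dopamine added and calcium flux tracked kinetically another 180 s.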
D2 PAM – positive allosteric modulators of human D2 dopamine receptor; P14416; HEK293 T-REx D2, calcium flux, EC20 dopamine potentiation; potentiation, % at 10 µM; 340,000 tested, 0.34% active; AID 485347;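 active means potentiation over 3 SD above the plate norm, cut at about 30% in these data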; further: 0% is about no effect
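Potentiation of an EC20 dopamine calcium response is measured in a force-coupled, tetracycline-inducible Hek293 Trex D2 line. Compound-only kinetic reads over 180 s flag agonists before dopamine addition.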
D2 antag – antagonists of human D2 dopamine receptor | 340,000 tested, 2% active | P14416 | HEK293 TREx D2 cells, calcium flux, dopamine EC80 | inhibition, % at 10 µM; in the data active means inhibition above about 30%; further: 0% is about no effect
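In this primary screen, negative modulation is detected by tracking calcium flux after an EC80 dopamine challenge in inducible HEK293 T-REx D2 cells preexposed to test compound for 180 s.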
TRHR agonist – TRH receptor (human) agonism. 360,000 tested, 0.18% active. activation, % at 2 µM. TRHR cells, calcium flux fluo-8, FDSS agonist mode. P34981; further: 0% is about no effect
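TRHR-expressing cells loaded with fluo-8 calcium dye; 23 nL library compound pin-transferred, kinetic FDSS fluorescence (Ex 480/Em 530) recorded about 180 s for agonist-induced calcium release, before a 10 nM TRH EC20 addition for potentiator mode.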
D1 PAM – enhances dopamine response at the human D1 receptor. 360,000 tested, 0.036% active. HEK293 TREx D1 cells, calcium flux, dopamine EC20 potentiation. P21728. potentiation, % at 10 µM; in the data active means potentiation above about 30%; further: 0% is about no effect
D1 agonist – human D1 receptor agonism. P21728. activation, % at 2 µM. HEK293 T-REx D1 cells, calcium flux, agonist mode. 360,000 tested, 1% active; further: 0% is about no effect
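Agonism was scored from calcium flux recorded over 180 s (1 read/s) after pintool compound addition, following a 10-cycle baseline. Cells were inducible force-coupled HEK293 TREx D1, plated overnight at 30 C and loaded with no-wash calcium dye.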
D2 agonist – agonists of human D2 dopamine receptor; HEK293 T-REx D2 cells, calcium flux agonist mode; P14416; activation, % at 2 µM; AID 485358; 340,000 tested, 0.53% active;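 active means activation over 3 SD above normal in the single-dose calcium agonist read, cut at about 30% in these data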; further: 0% is about no effect
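Tetracycline-induced HEK293 Trex cells with D2 receptor force-coupled to calcium signaling, plated overnight at 30 C and loaded with no-wash calcium dye. Calcium flux read kinetically for 180 s after compound addition; responses flag agonists.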
RXFP1 antagonist – antagonists of human relaxin receptor RXFP1 | Q9HBX9 | HEK293-RXFP1, relaxin-stimulated cAMP HTRF, 30 min; hits give low values | activity change, negative = inhibition, % at 57.5 µM | 350,000 tested, 0.59% active;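 active means activity change of -60% or lower, but not beyond a set lower limit; inconclusive means change between -60% and -40%, or beyond the set limit; inactive means change above -40%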; further: on the % scale 0 is the no-effect control and ±100 the full control effect
Target sequence (Q9HBX9 whole entry, looked up): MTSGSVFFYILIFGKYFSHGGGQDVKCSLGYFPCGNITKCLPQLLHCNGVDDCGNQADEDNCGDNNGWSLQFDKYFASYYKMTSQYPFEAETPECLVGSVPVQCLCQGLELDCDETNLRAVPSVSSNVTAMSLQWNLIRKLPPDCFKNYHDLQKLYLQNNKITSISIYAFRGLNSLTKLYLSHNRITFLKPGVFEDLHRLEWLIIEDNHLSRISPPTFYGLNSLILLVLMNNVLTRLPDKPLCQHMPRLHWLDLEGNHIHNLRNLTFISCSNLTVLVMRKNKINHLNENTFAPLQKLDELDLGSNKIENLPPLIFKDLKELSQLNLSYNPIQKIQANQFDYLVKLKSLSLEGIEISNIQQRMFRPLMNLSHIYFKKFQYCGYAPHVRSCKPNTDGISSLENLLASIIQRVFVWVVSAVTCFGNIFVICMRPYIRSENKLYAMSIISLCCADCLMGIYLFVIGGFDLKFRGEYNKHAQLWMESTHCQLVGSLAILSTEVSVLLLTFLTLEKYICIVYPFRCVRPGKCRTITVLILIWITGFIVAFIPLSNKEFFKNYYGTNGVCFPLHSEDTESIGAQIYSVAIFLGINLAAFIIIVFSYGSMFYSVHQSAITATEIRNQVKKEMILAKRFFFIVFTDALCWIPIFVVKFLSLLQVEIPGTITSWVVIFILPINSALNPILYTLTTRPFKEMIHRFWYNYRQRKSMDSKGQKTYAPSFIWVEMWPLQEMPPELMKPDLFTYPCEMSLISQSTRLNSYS
The depositor's hits bear a star; ? = inconclusive; . = not tested or not shown; & = joins results of further samples; ! = repeats disagree. Unless noted, no stated cut-off is given here; in the data, active means activation above about 30%; inactive means the rest. Compounds were not picked by outcome; 7.3% or so of the library scored in one or more.

SMILES	TRHR enhancer	D1 antagonist	D2 PAM	D2 antag	TRHR agonist	D1 PAM	D1 agonist	D2 agonist	RXFP1 antagonist
Cc1ccnc(NC(=O)COc2ccc3c(c2)CCC3)c1	-3	2	12	0	-0.8	-5	1	-0.6	5
CN(Cc1ccccc1)C(=O)c1cc2cc(F)ccc2[nH]1	8	-22	.	.	1.5	-12	28	.	-17
O=C(Nc1ccc(Cl)cc1)Nc1nc(-c2sccc2Br)cs1	2	1	4	9	0.2	-2	2	-0.1	-20
COc1cccc(N(CC(=O)N2CCN(C)CC2)S(=O)(=O)c2ccccc2)c1	4	-2	8	-3	-0.1	-2	3	-0.2	7
COc1cc(OC)cc(C(=O)Nc2ccc3nc(N4CCC(C)CC4)cc(C)c3c2)c1	-3	1	10	.	0.4	1	4	0.2	.
COc1cc(NC(=O)C2=CC(c3ccco3)=NS(=O)(=O)N2C)cc(OC)c1OC	5&5	-11&-11	2	6	-0.3&0.5	0&-3	0&2	0.3&11	-9&-12
Cc1nc(N2CCCC2)ncc1C(=O)Nc1ccc(OC(F)(F)F)cc1	0	-13	9	.	0.2	-1	6	-1.0	-7
C[n+]1cccc(C(=O)NCC2CCCO2)c1 (configuration not stated)	0	5	0	-3	-0.3	-4	1	0.7	.
Cc1ccc(NC(=O)CSCC(=O)N2c3ccccc3CCc3ccccc32)cc1	0	0	-19	-1	0.9	2	3	-1.0	-4
Cc1noc(C)c1COC(=O)c1csc2c1CCCC2	-7	1	6	5	0.7	-4	3	0.3	7
Cc1cc(C#N)c(C)n1-c1cc(S(=O)(=O)N2CCOCC2)ccc1N1CCCC1	3	5	3	5	0.3	-4	-1	0.5	0
CS(=O)(=O)c1ccc2nc(NC(=O)c3cc([N+](=O)[O-])cc([N+](=O)[O-])c3)sc2c1	1	16	1	7	-0.1	-11	3	0.5	3
CC1(C)CC(NC(=O)COc2ccc3c4c(c(=O)oc3c2)CCCC4)CC(C)(C)N1	1	3	10	-3	0.5	0	2	0.2	6
O=C(CN1C(=O)NC(Cc2c[nH]c3ccccc23)C1=O)Nc1ccc(Br)cc1F (configuration not stated)	-2	22	5	-26	0.0	-2	4	-0.4	4
CCCCN1C(=O)N(c2ccccc2Cl)C(C)(O)CC1(C)C (configuration not stated)	-11	-10	1	-18	-1.4	-9	2	-2.5	8
NC1=NC[C@H](Cc2ccc(O)cc2)N1CCc1cc(C(F)(F)F)cc(C(F)(F)F)c1	-4	17	16	12	0.1	3	9	0.3	.
Cc1cnc(C(=O)N2CCCC(N3CCN(c4ccccc4F)CC3)C2)cn1 (configuration not stated)	-6	-8	.	.	0.1	-4	4	.	7
CC(=O)C1=C(C)Nc2cc(C(F)(F)F)ccc2S1	0	-8	11	-3	0.3	1	1	0.4	3
Cc1ccc(C(=O)CCC(=O)Nc2ncccc2C)cc1	-1	6	-1	29	1.9	-4	1	0.0	9
COc1cc(NC(=O)CCn2cnc3ccccc3c2=O)cc(OC)c1	3	2	2	.	-0.4	-3	0	0.9	.
COc1cc(NC(=O)CCn2c(=O)oc3ccccc32)cc(OC)c1OC	-3&14	-7&-25	34*!	-22	0.8&0.4	5&5	-4&4	0.9&0.6	8
CCCCN(C(=O)CN1CCOCC1)c1c(N)n(CC(C)C)c(=O)[nH]c1=O	5	16	2	-10	0.6	6	-1	0.4	3
COc1cccc(/C=C/C(=O)c2c(O)cc(C)oc2=O)c1O	5	1	-7	-38	2.9	-6	3	0.5	-4
CCCN(CCC)S(=O)(=O)c1cccc(-c2csc(C)n2)c1	-2	-9	.	.	-1.2	-8	3	.	-6
CC(NC(=O)c1ccco1)c1nc(-c2ccc(C(C)(C)C)cc2)no1 (configuration not stated)	6	-12	.	2	-0.2	14	3	5.4	-32

Random excerpt: two records from the list
SMILES	TRHR enhancer	D1 antagonist	D2 PAM	D2 antag	TRHR agonist	D1 PAM	D1 agonist	D2 agonist	RXFP1 antagonist
COc1cc(NC(=O)C2=CC(c3ccco3)=NS(=O)(=O)N2C)cc(OC)c1OC	5&5	-11&-11	2	6	-0.3&0.5	0&-3	0&2	0.3&11	-9&-12
C[n+]1cccc(C(=O)NCC2CCCO2)c1 (configuration not stated)	0	5	0	-3	-0.3	-4	1	0.7	.

Structures shown so far that have a thiophene ring, fused or not, in the order listed:
SMILES	TRHR enhancer	D1 antagonist	D2 PAM	D2 antag	TRHR agonist	D1 PAM	D1 agonist	D2 agonist	RXFP1 antagonist
O=C(Nc1ccc(Cl)cc1)Nc1nc(-c2sccc2Br)cs1	2	1	4	9	0.2	-2	2	-0.1	-20
Cc1noc(C)c1COC(=O)c1csc2c1CCCC2	-7	1	6	5	0.7	-4	3	0.3	7

(further entries)
SMILES	TRHR enhancer	D1 antagonist	D2 PAM	D2 antag	TRHR agonist	D1 PAM	D1 agonist	D2 agonist	RXFP1 antagonist
CCNC(=O)COC(=O)C1C(C(=O)OCC)=C(C)NC(C)=C1C(=O)OCC	-4	14	2	-30	-0.1	-2	-3	-0.3	-11
Nc1nc2ccccc2n1C(=O)c1ccc(F)cc1	-1	-12	-6	1	0.4	-2	1	0.4	-39
CCCC1(C(=O)O)NC(c2ccccc2O)C2C(=O)N(c3cccc(Cl)c3)C(=O)C21 (configuration not stated)	-8	0	5	19	0.6	.	2	-0.4	.
CC(C)(C)NC(=O)NC(=O)COc1ccccc1C#N	6	-13	27	-8	0.4	-1	4	-1.9	-1
COc1ccc(OCCCC(=O)N(CCC2=CCCCC2)c2c(N)n(Cc3ccccc3)c(=O)[nH]c2=O)cc1	-2	30	11	4	1.1	-8	6	-0.5	-2
COCCCn1c(SCC(=O)NCc2ccccc2)nc2c(sc3ccccc32)c1=O	-3	-39*	4	.	0.3	-3	6	-1.0	.
O=C(Cc1ccc(F)cc1)Nc1ccc(Cl)cn1	-3	1	-6	8	-0.4	1	6	-0.9	2
COc1cccc(/C=C2\SC(=S)N(C(C)C(=O)NC3C=CS(=O)(=O)C3)C2=O)c1 (configuration not stated)	50*	-15	16	4	-0.2	-3	0	0.1	?
Cc1cc(=O)oc2cc(NC(=O)Cc3ccccc3[N+](=O)[O-])ccc12	-4	4	-17	-2	-0.1	-1	-3	0.8	11
O=C1CN(S(=O)(=O)c2cc(Cl)ccc2Cl)c2ccccc2N1	3	-7	6	-4	0.6	4	-1	-0.1	-11
C=CCn1c(SCC(=O)c2c(C)[nH]c3ccccc23)nnc1-c1ccncc1	7	-2	16	-9	0.0	0	0	0.2	8
CCn1c(SCC(=O)N2CCCc3ccccc32)nc2c1c(=O)n(C)c(=O)n2C	0	1	15	2	0.0	-2	1	0.0	36
Cc1cc(O)c(C(C[N+](=O)[O-])c2ccc(Cl)cc2Cl)c(=O)o1 (configuration not stated)	7	.	18	6	0.5	-2	-1	-0.2	-8
COc1cccc(-n2c(SCC(=O)Nc3cc(C)on3)nc3c([nH]c4ccccc43)c2=O)c1	-2	-11	-3	-3	0.2	-1	2	0.2	.
CN(C)S(=O)(=O)N1CCc2ccc(NC(=O)c3ccccc3Cl)cc2C1	5	-18	7	-1	0.2	-8	4	0.7	13
Cc1ccc(NC(=S)/C(=C(\[O-])c2ccc(Cl)s2)[n+]2cccc(CO)c2)cc1C	3	-3	13	-12	-0.5	7	0	1.4	-31
CC1CCN(CC(=O)Nc2cccc(Cl)c2)CC1	0	-21	-14	-12	0.3	-1	2	8.5	6
CCOC(=O)CSc1nnc(CNC(=O)c2ccc(S(=O)(=O)N3CCCCC3)cc2)n1C	7	-13	7	4	-0.2	-7	1	-1.6	-3
CCOC(=O)c1c(C)noc1CP(=O)(c1ccccc1)c1ccccc1	4	3	-6	5	0.5	-5	1	-0.3	2
O=C1Nc2ccccc2C12OCCCO2	-7	-44*	5	11	0.0	-3	3	-0.7	-5
Cc1ccn2c(=O)c(NC(=O)COc3ccccc3)c(C)nc2c1	5	17	-3	-2	0.7	-4	1	0.6	-5
COc1cc(-c2[nH]ncc2CN2CCCC2c2nonc2C)cc(OC)c1OC (configuration not stated)	4	-2	9	10	0.2	1	3	0.7	8
Cc1occc1C(=O)N/N=C/c1cccs1	2	2	6	-20	-0.1	-7	1	-0.2	-1
COc1cc(NC(=O)COC(=O)c2ccc(S(=O)(=O)N3CC(C)CC(C)C3)cc2)c(C)cc1[N+](=O)[O-] (configuration not stated)	3	-7	4	5	0.0	-1	-2	-3.9	11
CSc1ncccc1C(=O)OCC(=O)c1cccs1	-6	-1	-2	4	-0.5	0	3	0.8	-13

Next records follow.
SMILES	TRHR enhancer	D1 antagonist	D2 PAM	D2 antag	TRHR agonist	D1 PAM	D1 agonist	D2 agonist	RXFP1 antagonist
CCC(C)NCCOCCOc1cc(C)c(Cl)c(C)c1 (configuration not stated)	4	11	16	-8	0.1	-4	8	1.0	?
Cc1cccc(N=Nc2c(C)c(C#N)c(O)[nH]c2=O)c1	7	-15	6	14	0.6	0	1	1.0	-10
CCN(C(=O)COC(=O)c1cc(-c2ccccc2)nc2ccc(Br)cc12)C1CCS(=O)(=O)C1 (configuration not stated)	6	4	4	-28	-1.4	5	1	3.8	7
COc1ccc(C(c2nnnn2Cc2ccccc2)N2CCN(C(=O)c3ccco3)CC2)cc1OC (configuration not stated)	-7	-5	-10	-15	0.3	-5	0	0.4	-1
COc1ccc(-c2c(N)n[nH]c2C)cc1OC	-1	-1	5	1	0.2	-7	2	-0.5	-6
C=CCn1nnnc1-c1cccc(Cl)c1	3	-11	-12	-2	-1.5	2	2	-0.6	-3
COc1ccc(Cl)cc1NC(=O)CCCS(=O)(=O)c1nc(-c2ccc(OC)c(OC)c2)cc(C(F)(F)F)n1	-7	-17	9	.	-0.2	-1	0	0.6	-1
COc1cccc(OCCOc2ccccc2OC(C)C)c1	-8	-7	-6	2	0.4	2	1	-0.7	-8
COc1cccc(NC(=O)Cn2c(=O)n(-c3ccccc3)c(=O)c3c2c2cc(OC)ccc2n3C)c1	3	3	2	.	-0.6	1	0	.	.
CCC(C)C(NC(N)=O)C(=O)Nc1ccc(OCc2ccccc2)cc1 (configuration not stated)	-10	14	1	-9	0.2	2	1	1.4	0
C=CCNC(=S)NNC(=O)c1cccn(Cc2cccc(Cl)c2)c1=O	-1	-16	4	4	0.1	-3	2	0.1	54
COC(=O)c1c(-c2c(Cl)cccc2Cl)noc1NC(=O)N(C)C	0	14	-3	1	-1.1	0	2	-1.4	-8
CCOC(=O)/C=C1\SCC(=O)N1CC(=O)NC(C)C	7	1	-3	-8	0.2	0	1	0.4	1
N#Cc1ccc(C(=O)Nc2cc(S(=O)(=O)Nc3ccc(Cl)cc3)ccc2N2CCCCC2)cc1	4	0	6	-4	0.1	-3	5	0.6	17

Just D1 antagonist (6 entries from above):
| Compound | D1 antagonist |
| --- | --- |
| Cc1cccc(N=Nc2c(C)c(C#N)c(O)[nH]c2=O)c1 | -15 |
| CCN(C(=O)COC(=O)c1cc(-c2ccccc2)nc2ccc(Br)cc12)C1CCS(=O)(=O)C1 (configuration not stated) | 4 |
| COc1ccc(C(c2nnnn2Cc2ccccc2)N2CCN(C(=O)c3ccco3)CC2)cc1OC (configuration not stated) | -5 |
| COc1ccc(-c2c(N)n[nH]c2C)cc1OC | -1 |
| C=CCn1nnnc1-c1cccc(Cl)c1 | -11 |
| COc1ccc(Cl)cc1NC(=O)CCCS(=O)(=O)c1nc(-c2ccc(OC)c(OC)c2)cc(C(F)(F)F)n1 | -17 |
